High-throughput results (PubChem)
TNAP act hi DEA: TNAP activators at high phosphate acceptor level, primary screen, biochemical, luminescence, uHTS; AID 1136, 2008; purified TNAP, CDP-star luminescence, 1 M DEA, 30 min; stronger effect = higher value; 0 = EDTA background, 1 = DMSO-only activity; 200,000 tested, under 10 active; activation factor at 20 µM;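 active = activation factor at least 2 at 20 µM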
Target sequence (P05186 whole entry, looked up): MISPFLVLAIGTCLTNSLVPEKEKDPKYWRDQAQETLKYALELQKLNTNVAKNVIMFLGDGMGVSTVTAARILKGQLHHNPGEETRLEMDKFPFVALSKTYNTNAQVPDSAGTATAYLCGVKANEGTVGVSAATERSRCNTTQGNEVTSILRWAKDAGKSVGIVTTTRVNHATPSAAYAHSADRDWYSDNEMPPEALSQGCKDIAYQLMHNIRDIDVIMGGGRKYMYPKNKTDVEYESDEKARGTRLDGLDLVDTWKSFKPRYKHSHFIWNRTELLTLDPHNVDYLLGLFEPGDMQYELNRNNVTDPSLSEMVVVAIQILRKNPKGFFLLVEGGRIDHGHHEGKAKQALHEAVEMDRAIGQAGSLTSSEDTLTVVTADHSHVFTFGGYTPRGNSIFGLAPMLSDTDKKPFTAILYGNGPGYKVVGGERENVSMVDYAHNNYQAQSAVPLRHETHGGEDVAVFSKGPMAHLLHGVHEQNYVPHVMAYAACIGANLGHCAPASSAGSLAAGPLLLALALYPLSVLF
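system = human TNAP | amount = enzyme diluted 1/800 final | reagent = 100 µM CDP-star substrate | signal = luminescent substrate turnover signal | dosing = one dose, 20 µM | benchmarks = EDTA negative control, DMSO positive control | measure = activation factor | timing = 30 min reaction, room temperature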
TNAP inh no acc: human TNAP enzyme inhibitors, primary screen, biochemical, luminescent, no phosphate acceptor, uHTS | 200,000 compounds, 0.26% hits | purified TNAP, CDP-star luminescence, 30 min | inhibition, % at 20 µM | Alkaline phosphatase, tissue-nonspecific isozyme (Homo sapiens), P05186;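 active = tissue-nonspecific alkaline phosphatase inhibition above about 50% at 20 µM in the single-dose screen, limit read from the data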;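 note: 0% = DMSO negative control and 100% = EDTA positive control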
APP 5UTR inh: inhibitors of APP translation via 5'UTR reporter, primary screen, APP 5'UTR luciferase, SH-SY5Y cells; inhibition, % at 2 µM; 190,000 compounds, 0.82% hits; AID 1285, 2008; SH-SY5Y APP 5'UTR-luciferase reporter, luminescence;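 active = inhibition above a set limit, derived from the sample mean plus 3 SD, cut at about 45% in these data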; note: values of inactives mirror those of a sister screen read the other way
RAM network inh: inhibitors of the yeast RAM network, primary screen, dse1pr::URA3 reporter, 5-FOA selection | S. cerevisiae dse1pr::URA3 reporter, 5-FOA growth OD615, 2 d; analog-sensitive cbk1-as2 kinase mutant strain | inhibition, % at 50 µM | 190,000 compounds, 1.8% hits | AID 868, 2007;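 active = inhibition above a set limit, 3 SD over mean compound inhibition, cut at about 8.4% in these data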;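 note: 0% = DMSO-only wells with no growth and 100% = 10 µM 1-NA-PP1 full growth; inhibition rescues growth on 5-FOA so higher OD means more RAM inhibition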
TNAP inh hiacc: human TNAP enzyme inhibitors, primary screen, biochemical, luminescent, high phosphate acceptor level, uHTS; Alkaline phosphatase, tissue-nonspecific isozyme (Homo sapiens), P05186; purified TNAP, CDP-star luminescence, 1 M DEA; inhibition, % at 20 µM; 200,000 compounds, 0.03% hits;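 active = over 50% inhibition of tissue-nonspecific alkaline phosphatase at 20 µM in the single-dose screen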;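 note: plate controls were DMSO wells for no effect and EDTA-quenched wells as full inhibition for full effect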
FLuc act counter: FLuc activators, initial screening, artefact control for FLuc-dependent activation tests, biochemical, ATPlite luminescence | Luciferin 4-monooxygenase (Photinus pyralis), P08659 | ATPlite luciferase biochemical, 10 min; 0 = ATP-free wells, 1 = DMSO control | activation factor at 10 µM | 200,000 tested, under 10 active;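 active = luciferase activation factor, scaled between plate controls, of at least 2 with compound at 10 µM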
Target sequence (P08659 whole entry, looked up): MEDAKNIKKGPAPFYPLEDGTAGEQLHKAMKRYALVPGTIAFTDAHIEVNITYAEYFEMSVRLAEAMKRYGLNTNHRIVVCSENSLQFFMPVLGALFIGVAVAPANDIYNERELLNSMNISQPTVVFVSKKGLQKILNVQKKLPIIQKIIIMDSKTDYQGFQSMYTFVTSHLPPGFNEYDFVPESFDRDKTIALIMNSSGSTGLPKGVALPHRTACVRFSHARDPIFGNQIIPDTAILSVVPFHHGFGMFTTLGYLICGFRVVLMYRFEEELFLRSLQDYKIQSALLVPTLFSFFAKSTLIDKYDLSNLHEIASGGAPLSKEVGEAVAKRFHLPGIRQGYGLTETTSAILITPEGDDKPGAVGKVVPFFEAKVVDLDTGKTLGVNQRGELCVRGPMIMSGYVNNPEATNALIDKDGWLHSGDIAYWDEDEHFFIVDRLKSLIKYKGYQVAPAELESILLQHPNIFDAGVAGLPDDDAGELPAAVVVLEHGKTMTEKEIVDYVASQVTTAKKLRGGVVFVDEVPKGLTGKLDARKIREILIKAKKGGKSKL
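System: luciferase plus luciferin reagent, cell-free; medium: PBS as buffer for the ATP substrate; dosing: test compounds dosed from 2 mM stocks in 100% DMSO; timing: 10 min post-reagent at room temperature; measured by: luminescence measurement of luciferase light output; evaluation: luciferase activation, seen as luminescence increase over controls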
L major viab: Leishmania major promastigote growth inhibition, primary screen. Leishmania major promastigotes, resazurin fluorescence viability. inhibition, % at 10 µM. 200,000 compounds, 9% hits. AID 1063, 2008; in the data active = inhibition above about 50%;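 note: promastigotes grown with compound for 44 hours at 28 °C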
bIAP act: bovine intestinal alkaline phosphatase activators, primary screen, biochemical, bovine IAP, CDP-star luminescence; activation factor at 20 µM; purified bovine IAP, 30 min; stronger effect = higher value; fold of DMSO-control signal, blank-subtracted; AID 1016, 2008; 200,000 compounds, 0.17% hits;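 active = activation factor of 2 or more at 20 µM, a signal rise over negative controls twice the positive control's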
FLuc inhib CS: firefly luciferase enzyme inhibitors, primary screen, artefact control for luciferase-based inhibitor screens, biochemical, luminescence, ATPLite; 200,000 compounds, 1.5% hits; 10 min; inhibition, % at 10 µM; AID 1006, 2008;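 active = inhibition above about 50% when tested at 10 µM, limit read from the data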
bIAP inh: bovine intestinal alkaline phosphatase inhibitors, primary screen, selectivity assay for TNAP inhibitor project, biochemical, bovine IAP, CDP-star luminescence; inhibition, % at 20 µM; 190,000 tested, under 10 active; purified bovine IAP, 30 min;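 active = over 50% inhibition of intestinal alkaline phosphatase at 20 µM in the single-dose screen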
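test system = bovine IAP enzyme | medium = DEA buffer 100 mM, pH 9.8, with MgCl2 1.0 mM, ZnCl2 0.02 mM | detection = luminescence | dosing = single compound dose of 20 µM, 2% DMSO final | incubation = 30 min reaction at room temperature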
Numbers without * were called inactive; · = not tested or not shown.

SMILES	TNAP act hi DEA	TNAP inh no acc	APP 5UTR inh	RAM network inh	TNAP inh hiacc	FLuc act counter	L major viab	bIAP act	FLuc inhib CS	bIAP inh
C=CCn1c(=O)c2ccc(C(=O)NCc3ccccc3)cc2n(Cc2ccccc2Cl)c1=O	1.1	-5.3	-10.5	3.4	-8.2	1.1	56.0*	0.8	-10.9	15.9
CN(C)c1ccc(NC(=S)c2ccccn2)cc1	0.9	3.2	-58.3	0.7	7.3	0.1	5.9	1	94.9*	-3.4
Cc1ccc(Cn2cccc(NC(=O)NCc3ccccc3)c2=O)cc1	1	0.2	-6.8	1.6	-3.3	1	-3.2	1	-3.5	-0.2
O=c1cc(CSc2nc3ccccc3[nH]2)c2ccccc2[nH]1	1	-15.2	·	1.5	-0.1	0.9	2.3	0.9	12.4	10.2
Cc1ccc(-n2ncc3c(=O)n(CC(=O)NC4CCCCC4)cnc32)cc1C	1.1	6.4	-3.6	0.5	-8.7	1	4.1	1	-2.0	4.7
CC(C)(C)c1cc(NC(=O)COc2ccc(Br)cc2)n(-c2ccccc2)n1	1	-21.0	·	4.5	-2.2	1.1	7.5	0.9	-7.1	5.2
O=C(NC(=S)Nc1ccc2[nH]ncc2c1)c1ccccc1	1	-5.3	-51.2	0.5	-2.5	1	8.7	0.9	1.2	9.1
CCOC(=O)CSc1ncnc2c1cnn2-c1ccc(C)cc1	1	-9.9	0.9	5.4	-3.9	0.9	4.3	0.9	7.1	11.2
O=C(CSc1nnc(-c2ccccc2)o1)NC1CCS(=O)(=O)C1 (stereo not given)	1	-7.7	-5.7	1.0	3.7	1	-1.3	1.4	-3.5	-43.6
CCOc1cc(/C=C/c2ccc3cccc([N+](=O)[O-])c3n2)ccc1OCC(=O)N(C)C	1	1.0	-16.4	1.9	-0.7	1	-0.8	1	-2.8	-4.1
Cc1ccc(-c2nn(C)c(=O)c3ccccc23)cc1CNC(=O)Cn1nc(-c2ccccc2)c2ccccc2c1=O	1	-7.0	-15.2	3.3	-4.1	1.1	-6.2	1	-9.2	-4.3
Cc1ccsc1C(=O)N1CCC(CO)(Cc2ccccc2)CC1	1.1	-11.7	15.6	0.0	-6.5	1.1	7.5	0.9	-5.5	6.9
COc1ccccc1NC(=O)N(Cc1ccco1)Cc1cc2cc(C)cc(C)c2[nH]c1=O	1.1	2.3	6.1	5.3	-7.2	1.1	63.1*	1	-8.9	2.6
Cc1ccc(C(=O)NNc2cc(N3CCCC3)nc(N3CCCC3)n2)cc1	1	-14.4	-1.0	0.8	3.5	1	100.4*	1.2	-3.7	-15.2
O=c1cc(-c2ccc(O)cc2)oc2c([C@@H]3O[C@H](CO)[C@@H](O)[C@H](O)[C@H]3O)c(O)c([C@@H]3O[C@H](CO)[C@@H](O)[C@H](O)[C@H]3O)c(O)c12	0.9	-0.2	16.6	0.9	5.5	1.1	-4.4	0.9	-7.7	5.6
O=C(N[C@@H](c1ccccc1)[C@@H]1C[C@H]1C(=O)O)OCc1ccccc1	1	-8.2	-4.3	1.8	-2.3	1	-3.8	1	-3.3	-1.3
O=C(CNCc1ccco1)Nc1ccc(Oc2ccccc2)cc1	1.1	-14.2	-23.5	0.1	-7.1	1	-9.3	1.1	-2.8	-14.2
Cc1ccc(C)c(CSC2=NCCN2C(=O)c2cccs2)c1	0.9	-2.7	-6.3	0.5	5.8	1	5.8	1.1	0.8	-5.3
COC(=O)c1ccccc1NS(=O)(=O)c1ccc(NC(C)=O)cc1	1	-7.2	-8.3	1.2	-4.7	1	11.0	1.2	-3.8	-20.1
CC(C)(C)Nc1nc(NN)nc(NC(C)(C)C)n1	1.1	-0.5	-3.0	0.7	-6.5	1.1	81.0*	0.9	-6.7	11.7
CC1CCC2C(=O)N(c3ccc(S(=O)(=O)c4ccccc4)cc3)C(=O)C2C1 (stereo not given)	1	-8.1	17.5	5.4	-2.2	1.1	-5.8	0.8	-7.7	19.9
CCc1ccccc1NC1Nc2cc(C)nn2S1 (stereo not given)	1.1	-57.8	-8.8	0.9	-7.1	1	17.6	1.1	-0.1	-6.8
O=C(Cc1ccc(-n2c(=O)c3sccc3n(CC(=O)Nc3ccccc3F)c2=O)cc1)NCc1ccco1	1.1	-15.6	7.3	1.9	-6.8	1.1	-4.4	1	-5.1	-0.8
CC(O)CNC12CC3CC(CC(C3)C1)C2 (stereo not given)	1	-6.6	-8.7	2.0	-0.1	1	-5.0	0.9	-4.3	12.8
Cc1nc(C)c(NC(=O)OC(C)C)cc1NC(=O)OC(C)C	1	-9.7	2.0	1.0	-1.4	1	-7.5	1.1	-3.4	-6.8

Next part; it opens with the 3 that closed the last part.
SMILES	TNAP act hi DEA	TNAP inh no acc	APP 5UTR inh	RAM network inh	TNAP inh hiacc	FLuc act counter	L major viab	bIAP act	FLuc inhib CS	bIAP inh
O=C(Cc1ccc(-n2c(=O)c3sccc3n(CC(=O)Nc3ccccc3F)c2=O)cc1)NCc1ccco1	1.1	-15.6	7.3	1.9	-6.8	1.1	-4.4	1	-5.1	-0.8
CC(O)CNC12CC3CC(CC(C3)C1)C2 (stereo not given)	1	-6.6	-8.7	2.0	-0.1	1	-5.0	0.9	-4.3	12.8
Cc1nc(C)c(NC(=O)OC(C)C)cc1NC(=O)OC(C)C	1	-9.7	2.0	1.0	-1.4	1	-7.5	1.1	-3.4	-6.8
CC(C)(C)C1CCc2sc(C(=O)NNC(=O)CCl)cc2C1 (stereo not given)	1.1	-104.3	-18.2	3.9	-6.8	0.4	38.8	1.2	56.7*	-15.8
COc1ccc(C2CC(C(F)(F)F)n3nc(C(=O)Nc4c(C)n(C)n(-c5ccccc5)c4=O)c(Cl)c3N2)cc1 (stereo not given)	1.1	-9.9	0.2	1.2	-7.5	1.1	69.0*	0.9	-5.1	10.0
O=C(Nc1ccccc1Sc1ccccc1)c1ccccc1	1	-19.8	-8.0	1.0	-2.8	1.1	0.8	0.3	-8.6	·
O=c1oc2ccccc2cc1-c1cn2cccnc2n1	1	-6.9	-54.9	-0.7	-3.3	0.6	13.4	0.9	44.2	9.3
COc1ccc(C(=O)OC(C)C(=O)Nc2cc(C(F)(F)F)ccc2Cl)c(OC)c1OC (stereo not given)	1	-3.0	5.0	7.8	1.6	1	22.1	0.9	-3.6	10.9
CCOC(=O)Cc1n[nH]c(=O)c2ccccc12	1	-3.9	-5.5	3.2	-3.2	1.1	-3.4	0.9	-9.2	10.4
CC(C[N+](C)(C)C)OC(N)=O (stereo not given)	1	-9.7	6.5	-0.1	-1.9	1	-4.0	0.9	-1.1	8.3
CC(C)CC(NC(=O)c1ccc(Cl)cc1Cl)C(=O)O (stereo not given)	1	-8.5	-1.8	0.6	-0.1	1	-5.5	0.9	-4.8	8.7
O=C(O)CCCC(=O)N1CCN(c2cccc(Cl)c2)CC1	1	-4.0	-13.6	0.1	-2.4	1	0.6	1	-2.9	2.7
c1ccc2c3c([nH]c2c1)-c1[nH]ncc1CC3	1	2.8	-15.4	-1.8	-3.2	1.1	2.8	1.2	-5.5	-24.6
Cc1cc(/C=C2/NC(=O)N(Cc3ccccc3F)C2=O)c(C)n1C(C)C	1	-8.3	-2.3	9.1*	-1.6	1	-4.6	1	2.3	3.1
Cc1csc2nc3ccccc3c(=O)n12	1	-8.8	-21.4	0.9	-3.7	1	-2.5	0.8	-4.6	21.0
CCn1c2ccccc2c2cc(/C(C)=N/O)ccc21	1.1	-7.6	-1.5	0.8	-5.7	1.1	69.3*	0.6	-8.4	38.5
O=C(NC(=S)NNC(=O)c1cnccn1)c1ccc(F)cc1	1	-179.0	7.5	3.6	0.4	1.1	100.4*	1.2	-6.9	-15.2
CCc1nnc(NC(=O)CSc2nnc(CNc3cccc(C)c3)n2-c2ccccc2)s1	1	-6.4	1.4	-0.2	-0.7	1	-12.4	1	-2.1	-4.9
CCCCOC(=O)C1=C(C)NC2=C(C(=O)CCC2)C1c1cc(OC)ccc1OC (stereo not given)	1.1	-18.9	-13.2	1.3	-6.6	1	1.4	1.1	-2.1	-11.0
Cc1cc(C)cc(NC(=O)C(NCCN2CCOCC2)c2ccccc2)c1 (stereo not given)	1.1	-12.6	-4.1	1.1	-8.6	1	4.8	1.2	-4.4	-18.2
COC(=O)CN(c1cccc(C(C)=O)c1)S(C)(=O)=O	1	-3.5	1.3	0.1	-4.0	1.1	-5.5	1	-7.1	2.6
COc1ccc(OC)c(NC(=O)c2cc3n(n2)C(C(F)(F)F)CC(c2ccc4c(c2)OCO4)N3)c1 (stereo not given)	1	-1.8	-0.3	·	1.3	1	27.4	0.9	-4.1	11.4
COC(=O)c1sc(NC(=O)c2cc(-c3ccccc3)nc3ccccc23)c(C#N)c1C	0.9	-5.1	7.5	6.1	5.1	1	7.7	1.1	2.6	-7.0
Cc1nc2cc(-c3ccc(F)cc3)nn2c(N2CCOCC2)c1C	1.1	-20.3	·	·	-9.3	1	·	0.9	-3.9	8.4
COc1ccc(C2N=C(N)N=C(N)N2c2ccccc2)cc1OC (stereo not given)	1.1	-23.2	2.1	0.3	-5.9	0.9	-7.4	3*	5.0	-197.7
CNc1nc(C)cc(C)c1S(=O)(=O)c1ccc(Cl)cc1	1	-7.1	6.1	0.5	-2.7	1	13.3	0.9	-0.9	5.4
CN(C)CCN1C(=O)C(=O)/C(=C(/O)c2ccc(F)cc2)C1c1ccccc1 (stereo not given)	1.1	-10.6	-11.6	2.1	-6.5	1	0.2	1	-3.7	-3.6
CC(=O)c1ccc(NC(=S)NCc2cccnc2)cc1	1	-8.1	13.4	2.3	-2.0	1	4.7	1.1	2.4	-7.9
COc1ccc(OC)c(S(=O)(=O)N2CCC(C(=O)Nc3ccccc3)CC2)c1	1	-9.2	-33.8	-0.4	-1.1	1	6.5	1.1	-3.9	-5.9

Of the compounds above, 3 have a CF3 group.
SMILES	TNAP act hi DEA	TNAP inh no acc	APP 5UTR inh	RAM network inh	TNAP inh hiacc	FLuc act counter	L major viab	bIAP act	FLuc inhib CS	bIAP inh
COc1ccc(C2CC(C(F)(F)F)n3nc(C(=O)Nc4c(C)n(C)n(-c5ccccc5)c4=O)c(Cl)c3N2)cc1 (stereo not given)	1.1	-9.9	0.2	1.2	-7.5	1.1	69.0*	0.9	-5.1	10.0
COc1ccc(C(=O)OC(C)C(=O)Nc2cc(C(F)(F)F)ccc2Cl)c(OC)c1OC (stereo not given)	1	-3.0	5.0	7.8	1.6	1	22.1	0.9	-3.6	10.9
COc1ccc(OC)c(NC(=O)c2cc3n(n2)C(C(F)(F)F)CC(c2ccc4c(c2)OCO4)N3)c1 (stereo not given)	1	-1.8	-0.3	·	1.3	1	27.4	0.9	-4.1	11.4

Rows are unselected, and some 13% of all compounds hit somewhere here.
